# Screening results from PubChem.
# bIAP inhibitor: bovine intestinal alkaline phosphatase inhibitors, primary screen, selectivity assay for TNAP inhibitor project, biochemical, bovine IAP, CDP-star luminescence. alkaline phosphatase, intestinal [Bos taurus]. purified bovine IAP, 30 min. inhibition, % at 20 µM. 190,000 tested, under 10 active. AID 1019, 2008;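 active = over 50% inhibition of intestinal alkaline phosphatase at 20 µM in the single-dose screen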
#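 Incubation: 30 min reaction at room temperature / Material: purified bovine intestinal alkaline phosphatase (IAP) enzyme / Input: enzyme at 1/65,000,000 dilution / Dosing: 20 µM single dose / Signal: CDP-star luminescence signal / Reagent: CDP-star chemiluminescent phosphatase substrate, 30 µM final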
# FLuc act counter: FLuc activators, initial screening, artefact control for FLuc-dependent activation tests, biochemical, ATPlite luminescence. Luciferin 4-monooxygenase (Photinus pyralis), P08659. 200,000 tested, under 10 active. AID 1027, 2008. ATPlite luciferase biochemical, 10 min; 0 = ATP-free wells, 1 = DMSO control. activation factor at 10 µM;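 active = luciferase activation factor, scaled between plate controls, of at least 2 with compound at 10 µM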
# Target sequence (P08659 whole entry, looked up): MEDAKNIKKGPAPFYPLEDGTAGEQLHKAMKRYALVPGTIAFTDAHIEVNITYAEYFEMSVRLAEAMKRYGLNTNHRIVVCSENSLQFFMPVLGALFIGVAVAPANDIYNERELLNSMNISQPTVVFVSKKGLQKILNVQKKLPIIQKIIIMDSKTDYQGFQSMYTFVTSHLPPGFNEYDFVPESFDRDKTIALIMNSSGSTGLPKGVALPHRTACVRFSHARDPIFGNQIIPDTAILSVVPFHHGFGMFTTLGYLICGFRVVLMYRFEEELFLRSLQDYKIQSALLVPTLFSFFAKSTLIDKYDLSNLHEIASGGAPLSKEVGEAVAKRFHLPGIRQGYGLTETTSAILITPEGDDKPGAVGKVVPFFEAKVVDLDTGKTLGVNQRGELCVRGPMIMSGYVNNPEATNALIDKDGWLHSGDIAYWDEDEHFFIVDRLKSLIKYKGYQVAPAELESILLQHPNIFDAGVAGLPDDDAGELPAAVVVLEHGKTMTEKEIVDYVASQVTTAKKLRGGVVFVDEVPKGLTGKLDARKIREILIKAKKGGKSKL
#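 assay system = Luciferase/luciferin detection reagent, cell-free biochemical luciferase assay | also added = ATP substrate | times = 10 min post-reagent at room temperature | measured by = luminescence from luciferase reaction | measure = luciferase activation, seen as luminescence increase over controls | benchmarks = low control with PBS replacing ATP, high control enzyme plus ATP without compound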
# bIAP act: bovine intestinal alkaline phosphatase activators, primary screen, biochemical, bovine IAP, CDP-star luminescence; alkaline phosphatase, intestinal [Bos taurus]; 200,000 compounds, 0.17% hits; purified bovine IAP, 30 min; active compounds read high; fold of DMSO-control signal, blank-subtracted; activation factor at 20 µM; AID 1016, 2008;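 active = activation factor of 2 or more at 20 µM, a signal rise over negative controls twice the positive control's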
# APP transl inh: inhibitors of APP translation via 5'UTR reporter, primary screen, APP 5'UTR luciferase, SH-SY5Y cells; 190,000 compounds, 0.82% hits; SH-SY5Y APP 5'UTR-luciferase reporter, luminescence; inhibition, % at 2 µM; AID 1285, 2008;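 active = inhibition above a set limit, derived from the sample mean plus 3 SD, cut at about 45% in these data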; note: values of inactives mirror those of a sister screen read the other way
# TNAP inh hi DEA: human TNAP enzyme inhibitors, primary screen, biochemical, luminescent, high phosphate acceptor level, uHTS; inhibition, % at 20 µM; purified TNAP, CDP-star luminescence, 1 M DEA; Alkaline phosphatase, tissue-nonspecific isozyme (Homo sapiens), P05186; 200,000 compounds, 0.03% hits;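 active = over 50% inhibition of tissue-nonspecific alkaline phosphatase at 20 µM in the single-dose screen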;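 note: plate controls were DMSO wells for no effect and EDTA-quenched wells as full inhibition for full effect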
# Target sequence (P05186 whole entry, looked up): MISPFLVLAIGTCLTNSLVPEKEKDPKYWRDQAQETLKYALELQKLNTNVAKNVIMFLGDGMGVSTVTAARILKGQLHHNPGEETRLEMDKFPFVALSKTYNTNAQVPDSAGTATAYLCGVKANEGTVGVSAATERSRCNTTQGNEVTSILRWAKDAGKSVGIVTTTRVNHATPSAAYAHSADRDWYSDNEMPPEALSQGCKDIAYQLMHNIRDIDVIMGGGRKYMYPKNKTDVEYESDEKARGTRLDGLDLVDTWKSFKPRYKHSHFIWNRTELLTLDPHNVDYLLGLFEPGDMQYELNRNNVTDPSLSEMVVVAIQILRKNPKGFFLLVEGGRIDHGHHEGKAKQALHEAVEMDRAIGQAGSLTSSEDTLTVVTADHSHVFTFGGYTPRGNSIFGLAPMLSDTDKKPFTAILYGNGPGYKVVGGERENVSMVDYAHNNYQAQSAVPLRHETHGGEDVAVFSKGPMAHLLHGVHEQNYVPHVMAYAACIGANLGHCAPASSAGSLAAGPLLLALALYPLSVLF
# Lmaj promast: Leishmania major promastigote growth inhibition, primary screen. Leishmania major promastigotes, resazurin fluorescence viability. inhibition, % at 10 µM. 200,000 compounds, 9% hits; in the data active = inhibition above about 50%;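 note: promastigotes grown with compound for 44 hours at 28 °C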
# TNAP act hi DEA: TNAP activators at high phosphate acceptor level, primary screen, biochemical, luminescence, uHTS; purified TNAP, CDP-star luminescence, 1 M DEA, 30 min; active compounds read high; 0 = EDTA background, 1 = DMSO-only activity; activation factor at 20 µM; Alkaline phosphatase, tissue-nonspecific isozyme (Homo sapiens), P05186; 200,000 tested, under 10 active;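 active = activation factor at least 2 at 20 µM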
#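 system = human TNAP | amount = enzyme diluted 1/800 final | reagent = 100 µM CDP-star substrate | signal = luminescent substrate turnover signal | dosing = one dose, 20 µM | benchmarks = EDTA negative control, DMSO positive control | measure = activation factor | timing = 30 min reaction, room temperature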
# TNAP inh noacc: human TNAP enzyme inhibitors, primary screen, biochemical, luminescent, no phosphate acceptor, uHTS; Alkaline phosphatase, tissue-nonspecific isozyme (Homo sapiens), P05186; purified TNAP, CDP-star luminescence, 30 min; inhibition, % at 20 µM; 200,000 compounds, 0.26% hits; AID 1012, 2008;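 active = tissue-nonspecific alkaline phosphatase inhibition above about 50% at 20 µM in the single-dose screen, limit read from the data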;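 note: 0% = DMSO negative control and 100% = EDTA positive control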
# FLuc inh counter: firefly luciferase enzyme inhibitors, primary screen, artefact control for luciferase-based inhibitor screens, biochemical, luminescence, ATPLite; Luciferin 4-monooxygenase (Photinus pyralis), P08659; AID 1006, 2008; 10 min; inhibition, % at 10 µM; 200,000 compounds, 1.5% hits;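 active = inhibition above about 50% when tested at 10 µM, limit read from the data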
# RAM network inh: inhibitors of the yeast RAM network, primary screen, dse1pr::URA3 reporter, 5-FOA selection; S. cerevisiae dse1pr::URA3 reporter, 5-FOA growth OD615, 2 d; analog-sensitive cbk1-as2 kinase mutant strain; inhibition, % at 50 µM; 190,000 compounds, 1.8% hits; AID 868, 2007;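 active = inhibition above a set limit, 3 SD over mean compound inhibition, cut at about 8.4% in these data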;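 note: 0% = DMSO-only wells with no growth and 100% = 10 µM 1-NA-PP1 full growth; inhibition rescues growth on 5-FOA so higher OD means more RAM inhibition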
# * hit, by the source's call. Random draw from the library (roughly 13% active in at least one column).
Compound,bIAP inhibitor,FLuc act counter,bIAP act,APP transl inh,TNAP inh hi DEA,Lmaj promast,TNAP act hi DEA,TNAP inh noacc,FLuc inh counter,RAM network inh
CCCC(=O)Nc1cccc(-c2nc3ccccc3o2)c1,10,1,0.9,-15,-8,8,1.1,-8,0,2.2
O=C(CC1SC2=NCCN2C1=O)Nc1ccc(Cl)cc1 (stereo not given),9,1.1,0.9,21,-5,4,1.1,-12,-8,3.2
CC(C)(C)CN1CCNC(=O)C1CC(=O)N1CCOc2ccccc2C1 (stereo not given),5,1,0.9,-1,-10,-4,1.1,-11,-4,-0.4
CCC(c1nnnn1Cc1ccc(F)cc1)N1CCN(C2CCCCC2)CC1 (stereo not given),-2,1.1,1,-9,-2,31,1,6,-6,-0.7
COc1ccc(N2C(=O)C3C4C=CC(CC4)C3C2=O)c([N+](=O)[O-])c1 (stereo not given),4,1,1,-17,0,-7,1,-3,-3,1.5
O=C(NC(=S)Nc1ccccc1N1CCCCC1)c1ccco1,29,1.1,0.7,-27,-1,4,1,-10,-6,1.3
COc1nc(Nc2ccc(OC)c(Cl)c2)nc(OC)n1,13,1,0.9,-16,2,8,1,-8,-4,1.2
CN(CCCNC(=O)CCCOc1cc(=O)n(C)c2ccccc12)Cc1ccccc1,-15,1,1.1,-8,-1,3,1,0,-4,0.6
CCN(CC)S(=O)(=O)c1ccc(N2CCCCC2)c(NC(=O)/C=C/c2ccc(OC)c(OC)c2)c1,25,1,0.7,-30,-1,20,1,-2,1,6.8
Cc1nc2ccccc2nc(C)c1=NOCC(=O)N(c1ccccc1)C(C)C,1,1.1,1,-11,-2,13,1,-9,-6,0.3
COc1cccc(C(=O)N(Cc2ccccc2)Cc2cc3cc4c(cc3[nH]c2=O)OCCO4)c1,0,1.1,1,-4,0,10,1,-8,-9,3.5
Cn1cnnc1SC(C(=O)Nc1cccc(C(F)(F)F)c1)c1ccccc1 (stereo not given),0,1,1,13,-5,-12,1.1,-3,2,1.1
Cn1c(NC(=O)c2ccccc2NC(=O)C(C)(C)C)nc2ccccc21,8,1,0.9,9,-2,77*,1,-21,-3,-0.9
CCOC(=O)N1CCN(c2c(N3CCN(c4cccc(C(F)(F)F)c4)CC3)c(=O)c2=O)CC1,-3,1,1,12,6,2,0.9,-2,-4,4.5
Clc1ccc(-c2cnn3c(-c4ccncc4)ccnc23)cc1,2,0.3,1,-221,2,13,1,-6,68*,-0.2
O=C1OCCC1Sc1nc2ccccc2[nH]1 (stereo not given),9,1.1,0.9,-3,-6,-7,1.1,-11,-10,1.2
CC(c1ccon1)N(C)Cc1cn(Cc2ccccc2)nc1-c1ccc2c(c1)OCO2 (stereo not given),6,1,0.9,14,-5,22,1,-8,-1,2.0
COc1cccc(N2C(=O)CC(N3CCN(CCN=CC4=C(O)CC(C)(C)CC4=O)CC3)C2=O)c1 (stereo not given),0,1,1,-2,0,-4,1,-1,-4,1.4
CC(C)(C)C(=O)C[n+]1ccccc1,4,1,1,2,-5,1,1.1,-4,-4,1.1
COc1cccc(S(=O)(=O)Nc2cccc(C(=O)N3CCOCC3)c2)c1,0,1.1,1,-10,-3,-3,1,-8,-8,0.5
COc1ccc(N2C(=O)CC(n3cnc4ccccc43)C2=O)cc1 (stereo not given),6,1,0.9,24,-4,-1,1,-7,-5,3.0
CCOc1cc(C(=O)Nc2cc(C)ccc2OC)ccc1OCC(=O)N1CCCCC1,-1,1,1,-10,-3,25,1,-11,-2,0.6
O=C(NCCc1ccccc1)c1cccnc1,14,1,0.9,-9,-4,-5,1,-16,2,0.9
Cn1c(=O)oc2cc(S(=O)(=O)Nc3cccc(F)c3)ccc21,11,1,0.9,-10,-3,-1,1,-12,-2,0.5
O=C(NNC1=NCCCCC1)Nc1cccc(Cl)c1,-3,1,1,-58,-3,0,1,0,3,2.3
CCOCCCNC(=S)NCCCNc1nc2c(C)cc(C)cc2cc1C#N,-49,1.1,1.5,11,-13,10,1.1,-38,-5,1.1
O=C(CSc1nc2ncc(Br)cc2[nH]1)c1ccc([N+](=O)[O-])cc1,14,1.1,0.9,0,4,6,1,18,-6,0.4
Cn1cnc([N+](=O)[O-])c1Oc1cccc(O)c1,-22,1.1,1.2,-6,-7,33,1.1,-4,-10,1.6
COc1ccccc1C1SCCN1S(C)(=O)=O (stereo not given),-6,1,1.1,-6,-2,2,1,-11,-3,1.1
CCOC(=O)C1C(=O)CC(C)(O)C(C(=O)OCC)C1c1ccccc1 (stereo not given),-22,1,1.2,9,-1,-4,1,-6,1,0.1
ONC(=Nc1ccccc1)c1ccccc1Cl,4,1.1,1,9,-2,0,1,-10,-6,0.5
O=C(Cn1cc(C(F)(F)F)cc(Cl)c1=O)Nc1cc(S(=O)(=O)N2CCOCC2)ccc1Cl,-52,1.1,1.5,-13,-5,-5,1.1,-8,-9,0.4
COc1cc(F)ccc1S(=O)(=O)N1CCN(C23CC4CC(CC(C4)C2)C3)CC1,-3,1,1,17,3,1,1,-14,0,0.1
COc1ccc(N(C(C)C(=O)N/N=C/c2cccnc2)S(C)(=O)=O)cc1 (stereo not given),2,1,1,-7,-3,2,1,-14,-5,0.4
Brc1ccc(CSc2ccc(-c3ccco3)nn2)cc1,-7,0.9,1.1,-13,0,2,1,-3,11,3.5
CN1CCN(c2ccc(S(=O)(=O)N3CCCCC3)cc2NC(=O)c2ccc(C#N)cc2)CC1,4,1,1,3,-5,2,1,-8,-5,0.6
COc1ccc(/C(=N/O)C(C)(C)NO)cc1,0,1,1,-15,-4,-1,1,5,-5,-0.1
Cc1cccc(C)c1NC(=O)/C(C#N)=C/c1ccsc1,21,1.1,0.8,-3,-4,17,1,-9,-7,0.2
COC(=O)c1sccc1NC(=O)c1cc2c(s1)CCCC2,24,1,0.8,1,-4,1,1,-5,3,2.5
CN(C)CC1CCCCC1OC(=O)/C=C/c1ccc(Cl)cc1Cl (stereo not given),10,1,0.9,-22,2,31,1,-5,2,1.8
CC1CCCCC1NC(=O)Cn1c(CN2CCCCC2)nc2ccccc2c1=O (stereo not given),-7,1.1,1.1,-2,-6,-4,1.1,-13,-9,2.9
CC(=O)N1CCN(Cc2nc3cc(NC(=O)NC4CCCCC4)ccc3n2C)CC1,-32,1,1.3,-9,-1,-2,1,-7,3,2.4
CCc1nnc(NS(=O)(=O)c2ccc(NC(=O)c3cc(Cl)ccc3Cl)cc2)s1,0,1,1,-16,2,-5,1,0,1,7.0
CCOC(=O)N1CCN(S(=O)(=O)c2cc(Br)cc3c2N(C(C)=O)C(C)C3)CC1 (stereo not given),-9,1.1,1.1,-15,-2,-9,1,-7,-8,-1.2
COc1ccc(CCCC(=O)Nc2ccccc2F)cc1,4,1,1,-36,-5,4,1.1,-2,1,-0.5
CCOc1ccc(-c2nnc(SCc3nnc(-c4ccccc4)o3)n2-c2ccccc2F)cc1,4,1.1,1,-25,-5,99*,1.1,-9,-7,4.2
Cc1ccc(C(=O)N2CCN(c3ccccc3)CC2)cc1C,-2,1,1,-4,-8,9,1.1,-2,-2,1.3
CCN(CC)CCCn1c(C)cc2c(c1=O)C(c1cc(OC)c(OC)cc1OC)C(C#N)=C(N)O2 (stereo not given),4,1.1,1,4,-7,-1,1.1,-10,-7,0.7

# Results in bIAP inhibitor, FLuc inh counter and bIAP act, for 2 of the compounds above:
SMILES	bIAP inhibitor	FLuc inh counter	bIAP act
COc1ccc(/C(=N/O)C(C)(C)NO)cc1	0	-5	1
CCN(CC)CCCn1c(C)cc2c(c1=O)C(c1cc(OC)c(OC)cc1OC)C(C#N)=C(N)O2 (stereo not given)	4	-7	1

# (further entries)
Compound,bIAP inhibitor,FLuc act counter,bIAP act,APP transl inh,TNAP inh hi DEA,Lmaj promast,TNAP act hi DEA,TNAP inh noacc,FLuc inh counter,RAM network inh
COc1cccc(N2C(N)=NC(N)=NC2(C)C)c1,0,1,1,-9,2,-4,1,-9,4,-0.8
O=C(NC1CCCCC1)N1CCC(n2c(=O)[nH]c3ccccc32)CC1,-11,1.1,1.1,-3,-10,2,1.1,-23,-6,-0.9
CC(C)NC(=O)NC(=O)CSc1nnc(COc2ccccc2F)n1C(C)C1CC2CCC1C2 (stereo not given),-7,1,1.1,7,0,51*,1,-2,-2,5.0
Cc1cc(SCC(=O)NC(=O)NCc2ccco2)nc2ccccc12,8,1.1,0.9,-1,0,0,1,-8,-6,0.9
COc1cc(OC)cc(-c2n[nH]c(=S)n2-c2ccc3c(c2)OCO3)c1,5,0.9,1,-1,-1,31,1,-22,10,4.0
O=C(O)c1ccc(NS(=O)(=O)c2cccc3cccnc23)cc1,12,1.1,0.9,-5,-7,-12,1.1,-13,-5,1.0

# Entries listed so far containing a Cl atom, in the order listed:
Compound,bIAP inhibitor,FLuc act counter,bIAP act,APP transl inh,TNAP inh hi DEA,Lmaj promast,TNAP act hi DEA,TNAP inh noacc,FLuc inh counter,RAM network inh
O=C(CC1SC2=NCCN2C1=O)Nc1ccc(Cl)cc1 (stereo not given),9,1.1,0.9,21,-5,4,1.1,-12,-8,3.2
COc1nc(Nc2ccc(OC)c(Cl)c2)nc(OC)n1,13,1,0.9,-16,2,8,1,-8,-4,1.2
Clc1ccc(-c2cnn3c(-c4ccncc4)ccnc23)cc1,2,0.3,1,-221,2,13,1,-6,68*,-0.2
O=C(NNC1=NCCCCC1)Nc1cccc(Cl)c1,-3,1,1,-58,-3,0,1,0,3,2.3
ONC(=Nc1ccccc1)c1ccccc1Cl,4,1.1,1,9,-2,0,1,-10,-6,0.5
O=C(Cn1cc(C(F)(F)F)cc(Cl)c1=O)Nc1cc(S(=O)(=O)N2CCOCC2)ccc1Cl,-52,1.1,1.5,-13,-5,-5,1.1,-8,-9,0.4
CN(C)CC1CCCCC1OC(=O)/C=C/c1ccc(Cl)cc1Cl (stereo not given),10,1,0.9,-22,2,31,1,-5,2,1.8
CCc1nnc(NS(=O)(=O)c2ccc(NC(=O)c3cc(Cl)ccc3Cl)cc2)s1,0,1,1,-16,2,-5,1,0,1,7.0
